Screening data (PubChem)
TEAD-YAP inh – TEAD-YAP interaction inhibition; HEK-TIYL cells, TEAD-Gal4/YAP UAS-luciferase luminescence; inhibition, % at 9.12 µM; 640,000 compounds, 1.4% hits; AID 1259422; in the data active = inhibition above about 32%;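 also: 0% = median of test compound wells and 100% = reference inhibitor wells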
MITF primary – inhibitors of human MITF. AlphaScreen MITF homodimerization, bead proximity signal. 650,000 compounds, 0.91% hits. O75030. inhibition, % at 2.6 µM; in the data active = inhibition above about 50%;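 also: 0% = vehicle wells with protein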
GPR151 ag – human GPR151 activation; activation, % at 11.2 µM; 650,000 compounds, 1% hits; Q8TDV0; AID 1508602; PathHunter beta-arrestin GPR151 cells, luminescence; in the data active = activation above about 4.9%;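 also: 0% = median of compound wells and 100% = cells with positive control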
FBW7 activator – activators of human E3 ligase FBW7 | Q969H0 | AlphaScreen FBW7–phospho-cyclin E peptide binding, activator screen | normalized activity (activation), % at 26.1 µM | 650,000 compounds, 0.13% hits | AID 1259310; in the data active = normalized activity above about 1.9%;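 also: purified mutant Fbw7 with reduced substrate affinity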
Target sequence (Q969H0 whole entry, looked up): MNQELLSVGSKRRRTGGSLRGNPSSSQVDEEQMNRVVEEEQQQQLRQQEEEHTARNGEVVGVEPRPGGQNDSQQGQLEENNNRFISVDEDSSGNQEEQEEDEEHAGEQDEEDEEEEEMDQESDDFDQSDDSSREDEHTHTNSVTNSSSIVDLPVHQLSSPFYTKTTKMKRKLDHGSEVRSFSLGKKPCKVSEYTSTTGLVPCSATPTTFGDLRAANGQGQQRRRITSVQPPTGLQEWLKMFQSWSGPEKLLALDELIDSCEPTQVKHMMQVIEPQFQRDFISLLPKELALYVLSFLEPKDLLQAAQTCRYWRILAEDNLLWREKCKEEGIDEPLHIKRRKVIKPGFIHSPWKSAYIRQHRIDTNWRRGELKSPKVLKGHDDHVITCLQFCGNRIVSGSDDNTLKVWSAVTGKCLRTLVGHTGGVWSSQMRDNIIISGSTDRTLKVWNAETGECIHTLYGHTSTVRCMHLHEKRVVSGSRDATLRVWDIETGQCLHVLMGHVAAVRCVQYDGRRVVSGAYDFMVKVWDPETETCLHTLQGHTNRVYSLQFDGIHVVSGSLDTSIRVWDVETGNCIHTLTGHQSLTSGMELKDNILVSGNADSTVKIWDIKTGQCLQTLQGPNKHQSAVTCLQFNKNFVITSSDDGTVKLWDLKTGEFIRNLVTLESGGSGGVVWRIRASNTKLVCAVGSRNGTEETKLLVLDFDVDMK
* = called active by the depositor; & = joins results of further samples.

SMILES | TEAD-YAP inh | MITF primary | GPR151 ag | FBW7 activator
COc1ccc(S(=O)(=O)NC(CC(=O)N2CCCCC2)c2ccco2)cc1 (stereo not drawn) | 5.2 | 11.7 | -0.2 | 0.0
O=C1CSC(c2ccc(Br)cc2)N1c1ccc(F)cc1F (stereo not drawn) | 5.5 | 0.2 | -0.8 | -0.1
Cc1nn(-c2ccccc2)c2ncc(C(=O)NCc3ccc(Cl)cc3)c(Cl)c12 | 11.5 | 4.3 | 0.6 | 0.2
c1ccc(Nc2nc(Nc3cnccn3)nc3c2ncn3-c2ccsc2)cc1 | -37.2 | -11.0 | -0.4 | 0.0
COC(=O)c1ccc(C2C(C(=O)Nc3ccc(OC)cc3OC)=C(C)Nc3ncnn32)cc1 (stereo not drawn) | -4.6 | 9.3 | -1.8 | 0.3
CCN(c1ccccc1)S(=O)(=O)c1cccc(C(=O)C(C#N)c2ccccn2)c1 (stereo not drawn) | -2.3 | 3.5 | 0.9 | -0.1
CC1CCCN(C(=O)CSc2nnc(COc3ccc(Cl)cc3)n2C)C1 (stereo not drawn) | 10.4 | 5.7 | -0.5 | 0.0
O=C(O)Cc1ccc(NC(=O)CSc2ccccc2)cc1 | 17.4 | -4.5 | -1.5 | 0.0
COc1ccccc1C(=O)NCCNc1cc(-n2cccn2)ncn1 | -5.0 | 3.7 | -0.6 | 0.0
COCCn1c(=NC(=O)c2cccs2)sc2cc(S(C)(=O)=O)ccc21 | -5.7 | -9.7 | -1.9 | -0.1
NC(=O)c1ccc(NC(=O)CCCN2C(=O)c3ccccc3C2=O)cc1 | 7.6 | 0.8 | -0.5 | -0.1
Clc1ccc(-c2csc(Cc3nc(-c4ccc(Cl)cc4)cs3)n2)cc1 | -8.8 | 3.7 | 2.2 | 0.1
Nc1ccc(CN2CCN(c3ccc4ccccc4n3)CC2)cc1 | -9.9 | 10.2 | 3.9 | 0.1
Cc1nnc2ccc(N/N=C/c3cccnc3)nn12 | 10.0 | 6.1 | 1.2 | 0.0
CN1CCN(c2ncnc3sc(-c4ccccc4)cc23)CC1 | -0.4 | 12.6 | 0.1 | 0.0
O=C1Nc2ccccc2N(O)N1c1ccc(S(=O)(=O)NCc2ccccn2)cc1 | -8.1 | 14.6 | 0.2 | 0.3
O=C(NCc1ccccc1Cl)c1ccc2c(=O)n(-c3ccccc3)c(=S)[nH]c2c1 | -1.9 | -6.9 | -0.4 | -0.1
CCOc1ccc(CCNC(=O)CN(C)c2nn3c(=O)cc(C)nc3s2)cc1 | 3.1 | 11.9 | 0.0 | 0.2
Fc1ccccc1-c1ccc(OCCN2CCOCC2)nc1 | -42.4 | 1.3 | -1.0 | -0.5
CCCCCc1ccc(-c2ccc(-c3ccc(F)cc3)nc2)cc1 | -3.6 | 17.1 | -1.0 | 0.1
CCCCCn1c(N2CCCCC2)nc2c1c(=O)n(C)c(=O)n2C | 2.8 | 13.6 | -1.3 | -0.1
COc1ccc(CCNS(=O)(=O)c2ccc(SC)cc2)cc1OC | 0.5 | -8.2 | 0.0 | 0.0
CN(C)S(=O)(=O)c1ccc(N2CCCCC2)c(C(=O)O)c1 | -5.8 | 11.4 | -0.2 | 0.2
Cn1nnc(NC(=S)NC(=O)c2cccc(OCc3ccccc3)c2)n1 | 2.4 | 14.1 | -6.1 | 0.6
Cc1ccccc1CNC(=O)CN(c1ccc(Cl)cc1)S(C)(=O)=O | -26.9 | -5.3 | 0.3 | -0.1
O=C1c2ccccc2NC(c2cccc(F)c2)N1c1ccc(F)cc1 (stereo not drawn) | -8.5 | -11.2 | 0.4 | 0.3
CSc1ccc(S(=O)(=O)NCc2ccc(Cl)cc2)cc1 | 2.7 | 2.4 | 1.3 | 0.0
CCOC(=O)c1c(NC(=O)c2ccc([N+](=O)[O-])cc2)sc(C(=O)N2CCOCC2)c1C | -1.4 | -10.8 | 1.9 | 0.0
Cc1ccc(OC(C)C(=O)N(Cc2cccs2)C2CCS(=O)(=O)C2)cc1C (stereo not drawn) | -8.1 | 46.6 | -0.8 | 0.0
COc1ccc(C(=O)Nc2ccc(NC(=O)c3cccc(F)c3)cn2)cc1 | 10.7 | -1.1 | -0.8 | 0.1
O=C(COC(=O)Cc1ccc(Cl)cc1)NNC(=O)c1ccc(Br)cc1 | 4.5 | 18.4 | -1.1 | 0.6
O=C(c1cnc(Nc2ccc(F)cc2)c2ccccc12)N1CCCC1 | 1.3 | -7.7 | 0.4 | 0.1
CC(=O)OCCCn1c(=N)c(C(=O)NC2CCCCC2)cc2c(=O)n3ccccc3nc21 | 3.6 | 8.8 | 1.4 | 0.1
O=C(CSc1nc2ccccc2s1)Nc1ccccc1 | 2.0 | 3.5 | -1.8 | -0.1
COc1cccc(C(=O)Nc2ccc(NC(=O)c3cccc(OC)c3)nc2)c1 | -3.5 | -0.6 | -0.2 | -0.1
O=C(NCc1ccccn1)c1ccc(CSc2ccccc2)cc1 | -6.7 | -21.0 | -3.8 | 0.0
CN1CCN(C(=O)c2cccc(-c3cncc(-c4ccc(O)cc4)n3)c2)CC1 | 4.0 | 10.4 | 2.6 | -0.1
COc1ccc(C(=O)NC2C3CC4CC(C3)CC2C4)cc1Cl (stereo not drawn) | 2.3 | 10.1 | -0.4 | 0.2
CC(=O)c1ccc2c(c1)OCCOCCOc1ccc(C(C)=O)cc1OCCOCCO2 | 6.0 | 7.6 | 0.1 | 0.0
N#C/C(=C\c1[nH]c2ccccc2c1Cl)C(N)=O | -8.8 | 12.6 | -1.0 | 0.8
COCC1CCCCN1Cc1c(C(=O)N(C)CCc2ccccc2)nc2c(C)cccn12 (stereo not drawn) | 1.4 | 9.7 | 0.0 | 0.3
Cc1nc2c(cnn2-c2ccccc2)c(=O)n1-c1ccccc1Br | 0.5 | 6.9 | 1.5 | -0.1
O=C(CN(Cc1ccccc1)S(=O)(=O)c1cc(Cl)ccc1Cl)N1CCCCCC1 | 11.9 | 8.7 | 1.3 | 0.4
Cc1ccc(/C=C/C(=O)Nc2ccc(S(=O)(=O)Nc3nccs3)cc2)o1 | 2.5 | 4.6 | -1.7 | 0.1
NCCNCCOCCOc1cccc(Br)c1 | 6.7 | 0.4 | 1.7 | 0.1
CCCCOc1ccc(-c2nc(C=Nc3ccc(Cl)cc3Cl)c(O)o2)cc1 | 11.0 | 0.6 | 0.9 | -0.1
CCOc1cc(C2Nc3ccccc3-c3nnc(SC)nc3O2)ccc1O (stereo not drawn) | 15.8 | -12.8 | 0.0 | -0.1
COc1cccc(-c2csc3ncc(C(=O)Nc4ccc(C(C)(C)C)cc4)c(=O)n23)c1 | 0.7 | 0.5 | 0.3 | 0.0
Cc1c(Cl)cccc1NC(=O)CSc1nnc2c(n1)[nH]c1ccc(S(=O)(=O)N(C)C)cc12 | 0.9 | -5.2 | 0.3 | -0.1
Cc1ccc(Cl)cc1NC(=O)CC(NCCOCCO)C(=O)O (stereo not drawn) | 0.0 | 16.9 | 0.2 | 0.0

Later entries
SMILES | TEAD-YAP inh | MITF primary | GPR151 ag | FBW7 activator
CCn1c(SCc2ccc(Cl)cc2)nc2c(c1=O)SCC2 | 0.9 | 3.8 | 3.7 | -0.1
CCCn1c(SCC(=O)NC2CCCCC2)nnc1-c1ccccn1 | 6.2 | 18.4 | -0.3 | 0.3
Nc1cc(=O)[nH]c2nnc(SCC(=O)Nc3cccc(C(F)(F)F)c3)n12 | 25.2 | -0.3 | 0.1 | 0.1
Cc1cc(C)nc(NS(=O)(=O)c2ccc(N/C=C\C(=O)c3cccs3)cc2)n1 | 49.6* | 32.6 | -0.6 | 0.6
CC(O)CNCCCOc1ccc(Br)cc1C(C)C (stereo not drawn) | -7.2 | 23.1 | 0.3 | -0.2
CCN[C@@H]1C[C@H](N)[C@@H](O[C@H]2OC(CN)=CC[C@H]2N)[C@H](O)[C@H]1OC1OC[C@](C)(O)[C@H](NC)[C@H]1O (stereo partly drawn) | -6.1&1.1 | -1.3&8.8 | -0.6&1.2 | 0.3&-0.2
CCC(=O)C1CCCN(C(=O)CC2(c3ccc(OC)cc3)CC(=O)N(C)C2=O)C1 (stereo not drawn) | -66.5 | -3.6 | -0.5 | -0.1
O=C(c1ccco1)N1CCOc2ccc(C(O)C3CCCCC3)cc2C1 (stereo not drawn) | 11.5 | 7.9 | -1.2 | 0.6
O=C(Nc1ccc(N2CCN(C(=O)c3ccc(Cl)cc3)CC2)cc1)c1cccnc1 | 5.2 | -18.9 | -0.9 | -0.1
CCOC(=O)c1c(NC(=O)c2ccc([N+](=O)[O-])o2)sc2c1CCC(C)C2 (stereo not drawn) | 9.6 | -8.4 | -1.3 | 0.0
CC(CCc1ccccc1)NC(=O)C(=O)NCc1ccccc1 (stereo not drawn) | 3.9 | -2.5 | -1.6 | 0.4
Cc1onc(-c2c(Cl)cccc2Cl)c1C(=O)NCc1ccc(F)cc1 | -10.4 | 11.8 | 0.5 | 0.3
CCc1cc(=O)[nH]c(SCC(=O)N2CCN(c3ccccc3)CC2)n1 | -11.9 | 6.3 | 0.7 | -0.5
COc1ccc(C2C(C(C)=O)=C(O)C(=O)N2CCN2CCOCC2)cc1 (stereo not drawn) | -1.0 | -9.1 | 0.3 | -0.1
CCCC1=NN2C(=N)/C(=C/c3ccc(OCCOc4ccc(C(C)CC)cc4)c(OC)c3)C(=O)N=C2S1 (stereo not drawn) | -3.4 | 2.3 | -1.2 | -0.1
COC(=O)CCSCC(=O)Nc1nnc(C)s1 | 0.7 | 18.1 | -0.6 | 0.3
O=c1ccc2ccccc2n1Cc1cccc(F)c1 | -16.8 | 6.6 | 0.7 | -0.1
C=CCN(CC=C)C(=O)CSc1nnc(-c2ccc(F)cc2)o1 | -26.3 | 12.1 | -0.3 | 0.1
Cc1cc(OC(=O)c2cc3ccccc3oc2=O)c([N+](=O)[O-])c(=O)[nH]1 | 4.8 | -1.2 | -0.5 | -0.1
CCN(CC)CCN(CC)C(=O)CCc1nnc(C2CCCCC2)o1 | -1.7 | -2.0 | -0.1 | 0.4
COc1ccccc1Nc1cc(C)nc2nc(C)nn12 | -1.5 | 6.4 | -0.1 | 0.5
Cc1cc2ccccn2c1C(=O)c1ccc(NN)c([N+](=O)[O-])c1 | 5.8 | 26.9 | -1.2 | 0.2
CSc1nc(-c2cccs2)nc2c1c(=O)n(C)c(=O)n2C | -6.1 | -2.5 | -0.3 | 0.0
O=C(N/N=C\c1ccc([N+](=O)[O-])cc1)c1cnccn1 | -24.8 | -6.3 | 2.0 | -0.2
O=C(c1cccnc1)N1CCC2(CC1)OCc1cc(-c3ccc(F)cc3)ccc1O2 | 10.0 | 7.1 | 0.0 | 0.3
C=CCNC(=O)c1ccc2c(=O)n(CC3CCCO3)c(=S)[nH]c2c1 (stereo not drawn) | 0.9 | 20.5 | -1.6 | 0.1
Cc1ccc(/C(O)=C2/C(=O)C(=O)N(CCCC(=O)O)C2c2ccccc2Cl)cc1 (stereo not drawn) | 5.6 | 2.9 | 0.0 | 0.0
O=c1ccc2ccc(O)c(O)c2o1 | 2.6&-8.9 | 6.4&33.4 | -1.0&0.2 | 0.0&-0.4
Nc1cccc(-c2nc(Nc3ccccc3)c3ncn(C4CCCCC4)c3n2)c1 | -1.3 | 7.7 | -1.1 | 0.0
CCc1ccc(CNC(=O)CCn2nc(-c3ccccc3)ccc2=O)cc1 | -3.2 | -2.6 | 0.1 | -0.1

Compounds above that contain two or more sulfur atoms (12):
SMILES | TEAD-YAP inh | MITF primary | GPR151 ag | FBW7 activator
COCCn1c(=NC(=O)c2cccs2)sc2cc(S(C)(=O)=O)ccc21 | -5.7 | -9.7 | -1.9 | -0.1
Clc1ccc(-c2csc(Cc3nc(-c4ccc(Cl)cc4)cs3)n2)cc1 | -8.8 | 3.7 | 2.2 | 0.1
COc1ccc(CCNS(=O)(=O)c2ccc(SC)cc2)cc1OC | 0.5 | -8.2 | 0.0 | 0.0
CSc1ccc(S(=O)(=O)NCc2ccc(Cl)cc2)cc1 | 2.7 | 2.4 | 1.3 | 0.0
Cc1ccc(OC(C)C(=O)N(Cc2cccs2)C2CCS(=O)(=O)C2)cc1C (stereo not drawn) | -8.1 | 46.6 | -0.8 | 0.0
O=C(CSc1nc2ccccc2s1)Nc1ccccc1 | 2.0 | 3.5 | -1.8 | -0.1
Cc1ccc(/C=C/C(=O)Nc2ccc(S(=O)(=O)Nc3nccs3)cc2)o1 | 2.5 | 4.6 | -1.7 | 0.1
Cc1c(Cl)cccc1NC(=O)CSc1nnc2c(n1)[nH]c1ccc(S(=O)(=O)N(C)C)cc12 | 0.9 | -5.2 | 0.3 | -0.1
CCn1c(SCc2ccc(Cl)cc2)nc2c(c1=O)SCC2 | 0.9 | 3.8 | 3.7 | -0.1
Cc1cc(C)nc(NS(=O)(=O)c2ccc(N/C=C\C(=O)c3cccs3)cc2)n1 | 49.6* | 32.6 | -0.6 | 0.6
COC(=O)CCSCC(=O)Nc1nnc(C)s1 | 0.7 | 18.1 | -0.6 | 0.3
CSc1nc(-c2cccs2)nc2c1c(=O)n(C)c(=O)n2C | -6.1 | -2.5 | -0.3 | 0.0
